# Bioassay records (PubChem)
# SDO1 yeast rescue = restores growth of sdo1-depleted yeast. S. cerevisiae sdo1-depleted JHY4D growth rescue, OD600 30 h; active compounds read high; pdr5 snq2 efflux-pump mutant strain. z-score at 10 µM. 140,000 tested, 0.21% active;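 active = z-score above 3 at both the 24 hr and the 30 hr optical density reads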;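 also: z-score against mean and SD of all compound wells on the same plate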
# INS promoter inh = TRM-6 insulin promoter activity inhibition. TRM-6 cells (human fetal islet line), insulin promoter-eGFP reporter, imaging; reporter expression induced with tamoxifen. 130,000 tested, 0.9% active. AID 1273. inhibition, % at 2 µM;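 active = inhibition above the mean plus 3 SD, with well images judged a real hit on visual review, cut at about 60% in these data, passing the limit was not always enough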
# SDO1 yeast rescue Rescue 24 h = also measured in SDO1 yeast rescue; calls as there; z-score; S. cerevisiae sdo1-depleted JHY4D growth rescue, OD600; measured here: growth rescue at 24 h;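 0 is the plate mean of compound wells and units are plate SD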
# Active calls of the source: *; nt = no result given; [ ] = remark or other dose. Only part of the results is shown, so the mix of outcomes need not match the whole.
SMILES,SDO1 yeast rescue,SDO1 yeast rescue Rescue 24 h,INS promoter inh
CCCCC[C@H](O)/C=C/[C@@H]1[C@@H](C/C=C\CCCC(=O)OC)[C@@H](O)C[C@H]1O,-0.05,-0.88,0
COc1cc(Cn2c(C(=O)O)cc3sccc32)cc(OC)c1OC,0.33,-0.51,nt
COc1ccc(OC)c(NC(=O)C2COc3ccccc3O2)c1 (stereo not given),-0.69,-0.83,-36
Cc1cc2nccc(-c3ccco3)n2n1,0.74,-0.28,0
Cc1c(NC(=O)C(C)OC(=O)c2cc3c4ccccc4n(C)c3s2)c(=O)n(-c2ccccc2)n1C (stereo not given),-0.34,-0.23,-25
CC(=O)Nc1ccc(S(=O)(=O)Oc2cccc(N3C(=O)C4CC=CCC4C3=O)c2)cc1 (stereo not given),0.24,-0.53,18
COc1ccc(CN(C)CC(=O)Nc2ccc(Cl)cc2C(F)(F)F)c(OC)c1,-0.29,1,13
N#C/C(=C(/O)COC(=O)c1ccc2c(c1)OCCO2)c1nc2ccccc2[nH]1,0.54,0.46,-39
CCCCCC(=O)Nc1nc(C)c(-c2csc(Nc3cc(Cl)ccc3C)n2)s1,-0.33,-0.03,nt
COc1ccc(S(=O)(=O)N2CCn3c2nc2ccccc23)cc1,1.7,1.5,-28
CCn1ncc([N+](=O)[O-])c1C(=O)Nc1cc(C)on1,0.94,0.17,14
CCOc1ccccc1CNCc1ccc(C(=O)O)cc1,nt,nt,12
O=C(N/N=C/c1cccs1)/C(=C/c1ccccc1)NC(=O)c1ccccc1,1.6,1.8,64
CC(=O)c1ccc(N(C(=O)Cn2nnc3ccccc32)C(C(=O)NC2CCCCC2)c2cn(C)nc2C)cc1 (stereo not given),-0.12,-0.51,-312
O=c1nc(N2CCOCC2)nc2n1CCO2,0.86,-0.18,-338
COc1cc(C(c2nnnn2C2CCCC2)N2CCN(C)CC2)cc(OC)c1OC (stereo not given),0.81,0.9,nt
O=C(Nc1ccccc1Oc1ccccc1)c1cnccn1,0.16,0.55,30
O=C(NC(=S)NC(c1ccccc1)c1ccncc1)c1ccccc1 (stereo not given),-0.85,-0.42,-78
Cc1ccc(CNc2ccc(N3CCOCC3)c(C(=O)O)c2)s1,-0.18,-0.29,nt
C=CCn1c(-c2c(C)nc3cc(C)ccn23)n[nH]c1=S,0.51,0.24,nt
CC(C)CC(=O)Nc1cccc(-c2csc(-c3ccccc3)n2)c1,-2,-1.8,-19
CCCCNS(=O)(=O)C1CCS(=O)(=O)C1 (stereo not given),0.74,0.45,-44
COc1ccccc1C1NC(=O)NC(C)=C1C(C)=O (stereo not given),3.6[13.2 µM],1.9,-22
COc1ccc(NC(=O)C2CC(=O)OC23CCOC(C)(C)C3)cc1 (stereo not given),0.92,0.92,-3
Cc1ccc(S(=O)(=O)N[C@H](C(=O)N2CCC(C(=O)NCC(=O)O)CC2)C(C)C)cc1,0.6,0.23,24
O=C(c1ccco1)N1CCN(Cc2cccnc2)CC1,1.1,0.77,nt
O=S(=O)(c1ccccc1)N1CCN(C2CCCCCCC2)CC1,0.93,0.67,-44
Cc1cc(Cl)nc(-c2ccccc2)n1,nt,nt,21
O=C(Cc1ccc(NS(=O)(=O)c2ccc(F)cc2)cc1)NCc1ccccc1,0.51,0.12,-52
O=S(=O)(Nc1ncn[nH]1)c1ccc(Cl)cc1,-0.45,-0.7,0
COc1cc2c(cc1[N+](=O)[O-])n(C(C)C)c(=O)n2C(C)C,nt,nt,-57
O=C(c1ccc(Br)cc1)C1CCc2occc2C1=O (stereo not given),-0.07,-0.64,nt
CCOC(=O)N1CCC(N2CCN(S(=O)(=O)CC)CC2)CC1,0,-0.12,-65
Cn1nc(-c2ccccc2)c(/C=N/O)c1Cl,nt,nt,44
O=C(NCC(c1cccs1)N1CCOCC1)c1ccccc1NS(=O)(=O)c1ccc(Br)cc1 (stereo not given),0.16,0.63,-57
O=c1[nH]c2ccc(S(=O)(=O)N3CCCCC3)cc2o1,1.1,1.1,-37
Cc1ccc(S(=O)(=O)/C=C/c2ccccc2)cc1,-1,-1.2,-37
CCOC(=O)N/N=C/c1ccccc1OCc1ccc(Cl)cc1,-1,-1,33
O=C(NC(=S)Nc1nc2c(s1)CCCC2)c1ccccc1,0.63,0.64,10
CCOP(=O)(OCC)C(Nc1ccc(OC)cc1)c1ccco1 (stereo not given),nt,nt,43
CC1=C(C(=O)Nc2ccc(C)cn2)C(c2cnn(C)c2)C2=C(CCCC2=O)N1 (stereo not given),0.06,-0.98,42
CCc1ccc(NC(=O)CSc2nc3cc(C(=O)OC)ccc3c(=O)n2CC2CCCO2)cc1 (stereo not given),-0.51,0.32,13
COc1cccc(-c2csc(N3CCN(C(=S)Nc4cccc(Cl)c4)CC3)n2)c1,0.59,1.4,nt
COCCOC(=O)C1=C(C)NC(=O)NC1c1c(OC)ncnc1OC (stereo not given),0.87,1,13
CCn1c(SCc2cccnc2)nnc1-c1c[nH]c2ccccc12,0.52,2.1,nt
CC1C(=O)N(Cc2ccc([N+](=O)[O-])cc2)c2ccccc2N1C(=O)C1CC1 (stereo not given),nt,nt,-21
N/C(=N\OS(=O)(=O)c1ccc2ccccc2c1)c1ccccn1,nt,nt,-8
O=C(CSc1nnc(SCc2ccccc2)s1)N/N=C/C=C/c1ccccc1[N+](=O)[O-],0.74,1.7,nt
COC(=O)c1ccccc1NC(=O)NCc1ccco1,0.33,0.19,-1
CC1(C)NC(=O)N(CCCCOc2ccc(Br)cc2Cl)C1=O,-0.64,-0.56,-11

# Going on with the list:
SMILES,SDO1 yeast rescue,SDO1 yeast rescue Rescue 24 h,INS promoter inh
CC(=O)c1ccc(N2CCN(C(=O)CCCn3c(=S)[nH]c4cc5c(cc4c3=O)OCO5)CC2)cc1,-0.06,0.12,-136
CCCCCCC(=O)NNC(=O)CC(=O)Nc1ccccc1C(=O)O,2,0.7,10
O=C(CN1CCN(c2ccccn2)CC1)Nc1cc(C(F)(F)F)ccc1Cl,-1.1,-1.3,-35
O=C(CSCc1cccc(Cl)c1)Nc1ccccc1-c1ccccc1,-0.04,-0.05,-8
O=C(NCC1CCCO1)c1ccc(Cn2c(=S)[nH]c3ccccc3c2=O)cc1 (stereo not given),nt,nt,9
CC1(C)CC(=O)C(C(C2=C(O)CC(C)(C)CC2=O)c2ccc(Br)s2)C(=O)C1 (stereo not given),-0.59,-0.4,nt
COC(=O)c1cc2c(ccn2-c2ccc(F)cc2)n1Cc1ccc(OC(C)=O)cc1,0.07,0.48,-27
Cc1ccc(C2OC34CCCCCC3C(C#N)(C(=N)O4)C2(C#N)C#N)cc1 (stereo not given),0.07,-1.1,-40
N#CCSCC(=O)Nc1ccc(Cl)cc1,-0.86,-0.44,46
O=C(C[n+]1ccc(C(=O)N/N=C/c2ccc(Cl)cc2Cl)cc1)c1ccccc1,0.41,-0.02,-7
CSc1nc2ccc(NS(=O)(=O)c3ccc4c(c3)OCCO4)cc2s1,-1.7,-1.3,-11
Cc1oc2c(C)c(O)ccc2c(=O)c1-c1ccc2ccccc2n1,-1.2,-1,-15
N#Cc1c(NC(=O)c2ccccc2)sc2c1CCC2,-0.4,0.2,29
COc1cc(NC(=O)c2cc3sccc3n2C)cc(OC)c1,-0.39,-0.11,9
Cc1ccccc1NC(=O)CSc1nc(N2CCCCC2)nc(N2CCCCC2)n1,-0.69,-0.24,nt
CCn1c(NC(=O)c2cccs2)nc2ccccc21,-0.3,-0.02,-36
CCc1nc(-c2ccc(OC)c(OC)c2)cc2cc(OC)c(OC)cc12,-0.81,-1.4,-70
CC(C)Oc1ccc(C(=O)OC(C)C(=O)Nc2nc(-c3cccc([N+](=O)[O-])c3)cs2)cc1 (stereo not given),-0.11,0.67,47
CN(C)CCSc1nc(N)c2c3c(sc2n1)COC(C)(C)C3,0.47,0.12,5
CCSc1nnc(NC(=O)CSc2nccn2-c2cccc(C)c2C)s1,-0.89,1,nt
C#CCOCCOCCOCCNc1nc(N2CCN(C(=O)[C@H](C(C)C)n3cc(CCO)nn3)CC2)nc(N2CCN(C(=O)[C@H]([C@@H](C)CC)n3cc(CCCN=C(N)N)nn3)CC2)n1,1.2,1.3,70*
O=C1C=C(NC2=CC3OC(c4ccccc4)OCC3OC2=O)CCC1 (stereo not given),-0.71,-0.87,31
Cc1cccc(C)c1NC(=O)C(=O)NCc1ccccn1,0.98,1,-14
CC1CCCN(S(=O)(=O)c2ccc(C(=O)Nc3nnc(-c4ccccn4)o3)cc2)C1 (stereo not given),nt,nt,7
CCOC(=O)N1CCN(C(=O)c2cccc(OC)c2OC)CC1,0.09,0.11,-225
N#Cc1c(SCC(=O)Nc2nccs2)nc2c(c1-c1ccco1)CCCC2,-2.4,-1.3,30
CCCCN1C(=O)c2ccc(C(=O)Nc3cccnc3)cc2C1=O,-0.13,-0.29,-375
CC1(C)C(C=C(Cl)Cl)C1C(=O)Nc1ccc([N+](=O)[O-])cc1 (stereo not given),-1.1,-0.16,12
C=CCn1c(C(C)NC(=O)CC)nc2ccccc21 (stereo not given),1.7,2.2,18
S=c1[nH]nc2c3c4c(sc3ncn12)CCCC4,-2.4,-2.2,9

# Complete entries from above. Screens in order: SDO1 yeast rescue | SDO1 yeast rescue Rescue 24 h | INS promoter inh
# O=C1C=C(NC2=CC3OC(c4ccccc4)OCC3OC2=O)CCC1 (stereo not given) in the list: -0.71 | -0.87 | 31
# CC1CCCN(S(=O)(=O)c2ccc(C(=O)Nc3nnc(-c4ccccn4)o3)cc2)C1 (stereo not given) in the list: nt | nt | 7

# Carrying on.
SMILES,SDO1 yeast rescue,SDO1 yeast rescue Rescue 24 h,INS promoter inh
O=C(CCN1C(=O)C2C3C=CC(C3)C2C1=O)Nc1c(F)cc(F)cc1Br (stereo not given),0.05,-0.42,-6
CC(OC(=O)c1cccs1)C(=O)NCc1ccc2c(c1)OCO2 (stereo not given),0.18,-0.2,38
CCn1c(SCC(=O)Nc2cccc(C)c2)nc2c(c1=O)SC(C)C2 (stereo not given),0.17,0.14,nt
CCN(CC)S(=O)(=O)c1ccc2c3c(cccc13)C(=O)S2,-0.94,-1.2,-11
O=C(Cn1cnc2c(cnn2-c2ccccc2)c1=O)NC1CCCC1,-0.31,-0.23,nt
CC(SCC(=O)NC12CC3CC(CC(C3)C1)C2)C(=O)O (stereo not given),0.8,0.91,7
COc1ccc(Cn2nnnc2CN(Cc2cc3cccc(C)c3[nH]c2=O)C2CCCC2)cc1,-1,-0.52,nt
CCOC(=O)c1[nH]c2ccc(OC)cc2c1NC(=O)CCN1CCN(Cc2ccccc2)CC1,0.1,-0.76,nt
O=C(CCCCn1c(=O)[nH]c2ccsc2c1=O)NCC1CCCO1 (stereo not given),0.74,0.28,nt
CCOC(=O)C1=C(CSc2nc(-c3ccncc3)ccc2C#N)OC(N)=C(C#N)C1c1cccnc1 (stereo not given),-0.62,0.32,nt
Cc1noc(C)c1C(=O)NC(C)C1CCCO1 (stereo not given),0.63,-0.26,89*
CNC(=O)n1ccc(C(=O)N2CCCCC2)n1,0.47,0.42,-27
O=C(CSCc1ccc(Cl)cc1)c1ccco1,-0.29,-0.95,nt
Cc1onc(-c2ccccc2Cl)c1C(=O)Nc1cc(=O)n(C)c(=O)n1C,nt,nt,50
CC1(C)CC(=O)c2c(noc2-c2ccccc2)C1,-0.55,-0.76,64
CCOC(=O)c1c(C)nc2sc(C(=O)Nc3ccc(C(C)=O)cc3)c(N)c2c1-c1ccc(OC)cc1,-0.35,-0.03,37
COc1ccc(C2CC(c3ccco3)n3ncnc3N2)cc1 (stereo not given),0.61,0.72,nt
COc1ccc2cc(S(=O)(=O)N3CCOCC3)ccc2c1,-0.6,0.53,nt
CC(=O)Nc1cccc(NC(=O)c2ccco2)c1,0.39,-0.18,nt
CN(C)S(=O)(=O)c1ccc(NC(=O)/C=C/c2ccccc2Cl)cc1,-0.44,-0.34,nt
CC(=O)C1=C(C)Nc2ncnn2C1c1ccccc1Cl (stereo not given),0.69,0.13,nt
COc1cc2cc(CN(Cc3cccs3)C(=S)Nc3ccccc3)c(=O)[nH]c2cc1OC,-0.53,-0.04,-46
CCCc1nc2ccccc2[nH]1,0.08,-0.07,80*
CCc1ccc(OCC(=O)Nc2ccc(-c3nc4ccccc4o3)c(O)c2)cc1,0.7,2.1,-84

# Entries above that have two or more sulfur atoms, in the order listed:
SMILES,SDO1 yeast rescue,SDO1 yeast rescue Rescue 24 h,INS promoter inh
CCCCCC(=O)Nc1nc(C)c(-c2csc(Nc3cc(Cl)ccc3C)n2)s1,-0.33,-0.03,nt
CCCCNS(=O)(=O)C1CCS(=O)(=O)C1 (stereo not given),0.74,0.45,-44
O=C(NCC(c1cccs1)N1CCOCC1)c1ccccc1NS(=O)(=O)c1ccc(Br)cc1 (stereo not given),0.16,0.63,-57
O=C(NC(=S)Nc1nc2c(s1)CCCC2)c1ccccc1,0.63,0.64,10
COc1cccc(-c2csc(N3CCN(C(=S)Nc4cccc(Cl)c4)CC3)n2)c1,0.59,1.4,nt
O=C(CSc1nnc(SCc2ccccc2)s1)N/N=C/C=C/c1ccccc1[N+](=O)[O-],0.74,1.7,nt
CSc1nc2ccc(NS(=O)(=O)c3ccc4c(c3)OCCO4)cc2s1,-1.7,-1.3,-11
CN(C)CCSc1nc(N)c2c3c(sc2n1)COC(C)(C)C3,0.47,0.12,5
CCSc1nnc(NC(=O)CSc2nccn2-c2cccc(C)c2C)s1,-0.89,1,nt
N#Cc1c(SCC(=O)Nc2nccs2)nc2c(c1-c1ccco1)CCCC2,-2.4,-1.3,30
S=c1[nH]nc2c3c4c(sc3ncn12)CCCC4,-2.4,-2.2,9
CCn1c(SCC(=O)Nc2cccc(C)c2)nc2c(c1=O)SC(C)C2 (stereo not given),0.17,0.14,nt
CCN(CC)S(=O)(=O)c1ccc2c3c(cccc13)C(=O)S2,-0.94,-1.2,-11
COc1cc2cc(CN(Cc3cccs3)C(=S)Nc3ccccc3)c(=O)[nH]c2cc1OC,-0.53,-0.04,-46
